West Nile virus CPE = West Nile virus antiviral activity, cell-based, CPE readout (AID 1621); West Nile virus-infected cells, CPE inhibition; higher % means a stronger effect; one-dose CPE inhibition, % at 10 µM; IC50 in µM for titrated hits; 290,000 tested, 0.02% active; in the data active means a potency from the dose series; inconclusive means CPE inhibition mostly from about 3.7% at the one dose, without a potency; inactive means the rest, 99 in 100 with CPE inhibition below about 2.2%; further: strong numbers were not always called active
T cell HTS = modulators of CD8 T cell-vesicle binding, primary screen, mouse 2C CD8+ T cells, flow cytometry | 2C CD8+ T cell-vesicle binding; active compounds read low | calls only at 7 µM | 330,000 tested, 0.068% active | AID 2052, 2009;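 active means response, share of CD8 T cells binding vesicles, and their 90th percentile fluorescence all below set limits, cut at about 80% in these data, passing the limit was not always enough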
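material = purified 2C TCR transgenic mouse naive CD8+ T cells | controls = Unloaded micro-vesicles (low), QL9 vesicles with 0.7% DMSO (high) | detection = cytometric PE anti-B7-1 and Alexa647 anti-CD8 signals after 1% paraformaldehyde fixation | incubation = binding step 1.5 h, 37 °C, antibody labelling 20 min, ice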
MgcRacGAP inhibition = MgcRacGAP GTPase-activating activity inhibitors, confirmation, biochemical, ADP Hunter fluorescence. Rac GTPase-activating protein 1 (Homo sapiens). MgcRacGAP-stimulated Rac1 GTP hydrolysis, ADP Hunter fluorescence; higher % means a stronger effect; GST-tagged Rac1 F28L mutant substrate. one-dose inhibition, % at 30 µM; IC50 in µM for titrated hits. 340,000 tested, 0.6% active. AID 624330, 2012;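 active means first-screen hits whose inhibition reached a set limit at any dose in the follow-up dose series; inconclusive means inhibition above the set first-screen limit but never retested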;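 further: fluorescence reports GDP produced by GAP-driven GTP hydrolysis; strong numbers were not always called active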
bCat nuc transl = modulators of beta-catenin nuclear translocation, primary screen, imaging, HeLa cells, immunofluorescence, high-content; nuclear translocation activity, % at 5 µM; 190,000 tested, 0.3% active;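 active means nuclear translocation activity above 50% at 5 µM, with a well cell count of 50 or more; inconclusive means wells under 50 cells across six images, flagged as toxic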;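 further: per-cell ratio of nuclear to cytoplasmic median beta-catenin stain intensity; plate controls were DMSO negative control for no effect and GSK-3 inhibitor IX positive control for full effect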
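Read-out: Nuclear/cytoplasmic beta-catenin signal ratio, % activation | Assay system: Human HeLa cell line | Times: 24 h compound exposure at 37°C, 5% CO2 | Signal: Fluorescence imaging of beta-catenin antibody stain plus DAPI | Dosing: 5 µM primary, 0.02–20 µM confirmation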
SV40 large T antigen = SV40 large T antigen inhibitors, biochemical (AID 1903); SV40 large T antigen ATPase/helicase inhibition assay; higher % means a stronger effect; inhibition, % at 20 µM, or IC50 in µM where a hit was titrated; 310,000 tested, 0.39% active; in the data active means a potency from the dose series; inconclusive means inhibition mostly from about 32% at the one dose, without a potency; inactive means the rest, 99 in 100 with inhibition below about 32%; further: strong numbers were not always called active
PhoP inhibition = inhibitors of PhoP regulon expression, primary screen, Salmonella Typhimurium, GFP reporter (AID 1863); S. Typhimurium PhoP-regulated promoter GFP reporter, 4 h; higher % means a stronger effect; one-dose inhibition, % at 50 µM; IC50 in µM for titrated hits; 300,000 tested, 0.16% active;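 active means inhibition over 29.93%, a cutoff 3 SD above the screen mean, later confirmed by dose response; inconclusive means inhibition over 29.93% but no dose response follow-up; inactive means inhibition at most 29.93% or unconfirmed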;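 further: 0% = low Mg2+ inducing control and 100% = high Mg2+ repressing control; strong numbers were not always called active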
Myeloid diff MLP = induction of myeloid progenitor differentiation, primary screen, cell-based, flow cytometry, MLPCN library | ER-HoxA9 myeloid progenitors, lysozyme-GFP differentiation | calls only at 10 µM | 360,000 tested, 1% active | AID 624256, 2012;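 active means normalized GFP-positive differentiation at or above the plate's own cutoff, the solvent-only control mean plus 3 SD; inconclusive means no clear call, values can overlap the other calls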;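 further: cells exposed to compound for four days before flow analysis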
WT yeast gro inh = growth inhibition of WT strain, primary screen, mitochondrial fusion inhibitor project, WT and mutant strains, chemical genetic. 190,000 tested, 2.1% active. mitochondrial fusion phenotypic screen. inhibition, % at 10 µM; in the data active means inhibition above about 58%; tested in S. cerevisiae
RSV CPE inhibition = RSV antiviral activity via CPE protection, HEp-2 cells, primary 10 µM value included (AID 2391) | CPE inhibition, % at 10 µM; hits with a dose series show IC50 in µM | HEp-2 cells, RSV-induced CPE inhibition; higher % means a stronger effect | 310,000 tested, 0.13% active; in the data active means a potency from the dose series; inconclusive means CPE inhibition mostly from about 23% at the one dose, without a potency; inactive means the rest, 99 in 100 with CPE inhibition below about 21%; further: strong numbers were not always called active
WT yeast gro inh mutant strain = also measured in WT yeast gro inh; calls as there; inhibition, %; mitochondrial fusion phenotypic screen, mutant strain inhibition
bCat nuc transl cell count 5 µM = recorded beside bCat nuc transl, whose call it bears; cell count; measured here: cell count, cytotoxicity flag
T cell HTS vesicle-bound % = recorded beside T cell HTS, whose call it bears; double positive events, %; measured here: CD8+ vesicle-bound cell fraction;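 binding gate set so that unloaded-vesicle control wells show 10% double positive cells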
Myeloid diff MLP GFP+ MAC1+ % = also measured in Myeloid diff MLP; calls as there; GFP+ MAC1+ double positive, %; measured here: differentiation confirmed by MAC1 staining
* marks the source's active call; other numbers are inactive results; i = inactive; ? = inconclusive; nt = no result given; + = active, no number.

Every second line gives: West Nile virus CPE, T cell HTS, T cell HTS vesicle-bound %, MgcRacGAP inhibition, bCat nuc transl, bCat nuc transl cell count 5 µM, SV40 large T antigen, PhoP inhibition, Myeloid diff MLP, Myeloid diff MLP GFP+ MAC1+ %, WT yeast gro inh, WT yeast gro inh mutant strain, RSV CPE inhibition
O=C(COC(=O)C1COc2ccccc2O1)NC(=O)Nc1ccc2c(c1)OCCO2 (centres undefined)
  -0.1%, i, 35, 15%, -2.3, 1153, 25%, 11%, i, 1.0, 99*, 98*, -1.7%
COc1ccc(/C(O)=C/c2nc3ccccc3n(-c3ccccc3)c2=O)cc1
  -0.4%, i, 51, 13%, nt, nt, 15%, -8%, +, 30*, nt, nt, 4.4%
CN1CCN(S(=O)(=O)CC2(C)C3CCC2(C)C(=O)C3Br)CC1 (centres undefined)
  -0.1%, i, 35, 8%, 0.4, 1306, 14%, -2%, i, 0.5, nt, nt, -0.5%
CCS(=O)(=O)c1ccc(S(=O)(=O)CC)s1
  0.0%, i, 3, -5%, nt, nt, -5%, 3%, i, 0.6, -1, -3, -0.4%
CNC(=O)C1CC(=O)N(Cc2ccc3c(c2)OCO3)C(=Nc2ccc(OC)cc2)S1 (centres undefined)
  2.6%, i, 25, -1%, -3.5, 808, 22%, -12%, i, 9.6, -10, 0, -2.0%
NNc1nc2c(-c3ccc(Cl)cc3)nnn2c2ccccc12
  -0.8%, i, 22, -13%, -0.7, 1098, 19%, 9%, +, 0.3*, 20, 39, 1.5%
Cc1ccc2nc(NC(=O)c3ccccn3)sc2c1
  -1.6%, i, 53, 3%, 1.5, 1080, 8%, -15%, i, 0.4, 47, 50, 2.6%
O=C1C2CC=CCC2C(=O)N1c1cccc(OS(=O)(=O)c2ccc3ccccc3c2)c1 (centres undefined)
  0.2%, i, 16, 4%, nt, nt, -4%, 6%, i, 0.7, 5, 12, 1.2%
Cc1[nH]c2ccccc2c1C(=O)C(C)Sc1nnc(C2CC2)o1 (centres undefined)
  nt, i, 42, 3%, nt, nt, nt, nt, i, 0.8, nt, nt, 1.3%
COc1ccc(-c2nnn(CC(=O)N(C3CCCCC3)C(C)C(=O)NC3CCCC3)n2)cc1OC (centres undefined)
  0.1%, i, 33, 7%, -8.1, 984, 22%, -7%, i, 0.6, -23, -10, 1.8%
C=CCn1c(SCC(=O)NCc2ccc3c(c2)OCO3)nc2scc(-c3ccc(F)cc3)c2c1=O
  -0.8%, i, 46, 7%, nt, nt, 2%, -7%, i, 0.4, -11, -10, 4.1%
Cc1cccc(CSc2nnc(NC(=O)CSc3nnc(C)s3)s2)c1
  0.0%, i, 26, 8%, -2.0, 1378, 3%, 5%, i, 0.9, 44, 7, 2.0%
Cc1ccc(-n2nc3c(=O)n(CCCC(=O)NCc4ccc(Cl)cc4)nc(C)c3c2C)cc1
  -1.6%, i, 49, 7%, nt, nt, 2%, -2%, ?, nt, nt, nt, 10%
CCN1C(=NCCc2cccs2)N[C@@H](c2cccs2)C(C(=O)OC)=C1C
  -1.2%, i, 17, 11%, nt, nt, 25%, 1%, i, 2.9, nt, nt, -0.6%
CC1(C)CC(=O)C2=C(C1)OC(N)=C(C#N)C2c1ccccc1 (centres undefined)
  -0.1%, i, 46, 6%, 0.0, 954, 10%, 5%, i, 0.5, 9, 9, -1.4%
C=CCc1cccc(CNc2nc3ccccc3n2CCN2CCOCC2)c1O
  -0.9%, i, 48, 9%, nt, nt, -5%, -11%, i, 5.1, 9, 7, 0.1%
CCOP(=O)(OCC)/C(C#N)=C(\O)c1ccc(OC)cc1
  1.2%, i, 45, -3%, -0.7, 1399, 2%, 6%, i, 0.6, nt, nt, -1.2%
Cc1ccc(/C=N/NC(=O)Cc2cccn2C)cc1
  -0.1%, i, 45, 7%, 2.0, 1276, 16%, 0%, i, 0.7, nt, nt, nt
COc1ccc(-c2cc(C(=O)NCCCN3CCCC3=O)c3ccccc3n2)cc1OC
  nt, i, 2, 7%, nt, nt, nt, nt, i, 0.6, nt, nt, 2.0%
Cc1ccnc(N2CCC(C(=O)Nc3ccc4c(c3)OCO4)CC2)n1
  -0.2%, i, 20, 9%, -11, 1331, 4%, 10%, i, 0.8, 0, 2, 1.6%
CCOC(=O)N=S(=O)(Oc1ccc([N+](=O)[O-])cc1)c1ccccc1 (centres undefined)
  -0.3%, i, 38, 3%, -3.4, 1124, -27%, 2%, i, 0.2, -10, 0, 2.4%
CCOc1ccc(C(=O)Nc2cccc([N+](=O)[O-])c2)cc1Br
  0.3%, i, 63, 9%, 0.0, 1112, 9%, 0%, i, 0.0, 2, 3, 4.4%
Cc1c(C#N)c(NC(=O)CCl)n(Cc2ccccc2)c1C
  -0.4%, i, 24, 1%, 2.9, 1080, 12%, 0%, i, 0.4, -24, 4, 21%
COc1ccc(Nc2nc(N3CCCC3)nc(N3CCCC3)n2)c(OC)c1
  0.5%, i, 10, 3%, -3.8, 1004, 1%, -4%, i, 2.1, 43, 53, 1.0%
CC(=O)c1ccc(COC(=O)c2ccccc2NC(=O)C(C)C)cc1
  -1.0%, i, 11, nt, 0.4, 1508, -11%, 3%, nt, nt, 23, 4, 1.9%
Cc1cc(C)c([N+](=O)[O-])cc1NCC(=O)N1CCN(c2ccccc2)CC1
  -1.2%, i, 21, 3%, 0.0, 1059, 1%, 5%, +, 3.7*, 7, 3, 1.3%
CN1CCN(C(=O)CCCN2C(=O)/C(=C/c3ccccc3)SC2=S)CC1
  ?, i, 38, 7%, nt, nt, 5%, -4%, i, 0.5, nt, nt, 11%
Cc1nnsc1-c1nnc(SCC(=O)c2ccc(C#N)cc2)n1C1CC1
  0.0%, i, 22, 7%, -3.6, 1157, 5%, -9%, i, 0.8, nt, nt, 1.0%
CC1=C(C(=O)OCC2CCCO2)C(c2ccc(Cl)c(Cl)c2)NC(=O)N1 (centres undefined)
  -1.2%, i, 67, nt, -0.5, 1022, -1%, -10%, i, 0.0, -19, -10, 16%
CCCOc1ccc(C(C)(O)CN2CCOCC2)cc1 (centres undefined)
  -0.2%, i, 59, 2%, -3.5, 1189, 13%, 7%, i, 0.4, 10, -7, 0.2%
O=C(NC1C(=O)NNC1c1ccc(Cl)cc1)c1ccc(F)cc1 (centres undefined)
  0.6%, i, 62, 5%, -1.3, 1047, 37%, 1%, i, 0.0, -9, 5, 3.1%
Cc1ccc(OCCN2CCN(C(=O)CCC(=O)Nc3nnc(CC(C)C)s3)CC2)cc1
  -0.6%, i, 34, 7%, 0.6, 1263, 11%, -8%, i, 0.1, nt, nt, 1.7%
O=C(NCc1ccco1)c1ccc(Cn2c(=O)c3sccc3n(Cc3ccc(F)cc3)c2=O)cc1
  2.9%, i, 44, 3%, -0.3, 1139, 9%, 3%, i, 1.1, -18, -11, 4.8µM*
CCCCN(C(=O)CSCC(=O)Nc1cccc(C)c1)c1c(N)n(Cc2ccccc2)c(=O)[nH]c1=O
  nt, i, 52, 7%, nt, nt, 13%, 1%, nt, nt, nt, nt, -0.5%
COc1ccc(S(=O)(=O)N(CCc2ccccc2)CC(=O)O)cc1C
  0.2%, i, 18, 6%, nt, nt, 5%, 2%, i, 7.4, -2, 13, 0.2%
S=C(Nc1ccc(-c2nc3ccccc3[nH]2)cc1)Nc1cccnc1
  0.4%, i, 21, 17%, nt, nt, 10%, 0%, i, 2.4, nt, nt, 12%
O=C(COC(=O)c1ccco1)NC1CCCCC1
  0.5%, i, 41, 1%, -1.9, 980, 1%, 3%, i, 0.0, 3, -14, 0.6%
Cn1cc(/C=N/n2cnc3sc4c(c3c2=O)CCCC4)c2ccccc21
  -0.5%, i, 16, 5%, 3.3, 1278, 15%, 4%, i, 2.9, 18, 21, 3.4%
C[N+]1(CCN2C(=O)C3CC=C(Cl)CC3C2=O)CCOCC1 (centres undefined)
  0.4%, i, 11, 0%, 2.1, 1374, -5%, -5%, i, 0.2, -2, -4, 1.1%
COc1ccc2oc(=O)c(N3C(=O)c4ccccc4C3=O)cc2c1
  0.4%, i, 20, 4%, 0.1, 1272, 11%, -11%, i, 0.6, nt, nt, 0.5%
O=C(COc1ccc(Cl)cc1)Nc1nnc(-c2ccco2)o1
  -0.1%, i, 26, 8%, 1.5, 1114, 6%, -4%, i, 0.3, 6, -36, 0.8%
COc1ccc(COC(=O)N/N=C(\C)CC(=O)NCc2ccc(Cl)cc2)cc1
  1.3%, i, 61, 7%, 2.3, 1068, 2%, -2%, i, 0.7, -6, 17, 0.3%
COc1cccc(CNC(=O)CCCNC(=O)c2ccc(Cl)cc2)c1
  -0.6%, i, 58, 7%, nt, nt, 24%, -8%, i, 2.7, nt, nt, 0.7%
CC(C(=O)Nc1ccc(Cl)cc1)N1C(=O)NC2(CCCC2)C1=O (centres undefined)
  -0.7%, i, 42, 3%, nt, nt, 6%, 8%, i, 5.4, nt, nt, 5.0%
COc1ccccc1CC1CC(=O)N(c2ccccc2)C1=O (centres undefined)
  0.1%, i, 62, -6%, nt, nt, 21%, 2%, i, 0.5, nt, nt, 0.5%
N#CC1=C(SCc2ccccc2)NC(=O)CC1c1ccc(O)cc1 (centres undefined)
  -0.4%, i, 23, 4%, nt, nt, 21%, 6%, i, 6.7, 12, 6, -0.1%
CCCCCc1ccc(CC(=O)Nn2c(C)nc3ccccc3c2=O)cc1
  -0.9%, i, 12, -1%, 1.9, 944, 5%, -9%, nt, nt, 56, 50, 0.7%
Cc1ccc(C)c(NS(=O)(=O)c2c(C)ccc3nsnc23)c1
  -0.6%, i, 18, 9%, -3.0, 894, 12%, -9%, i, 1.1, 6, 12, 3.7%
O=C(Nc1nncs1)c1cc(-c2ccncc2)nc2ccc(Cl)cc12
  -1.3%, i, 59, 5%, nt, nt, 11%, 4%, i, 1.9, nt, nt, -0.1%
Cc1cc(C)cc(NC(=O)COC(=O)CCCC2=NS(=O)(=O)c3ccccc3N2)c1
  nt, i, 51, 1%, 0.3, 1107, 72%, 5%, i, 0.2, -17, -7, 1.2%

Screening data: PubChem BioAssay, several laboratories
